EBNA-1 inhibitor: blocks EBNA-1 binding to DNA; EBNA-1 DNA binding, fluorescence polarization; inhibition, % at 14.8 µM; 0.34% of 300,000 active; in the data active means inhibition above about 28%
PAFAH1B3 inh: PAFAH1B3 (human) inhibition; Q15102; recombinant PAFAH1B3, FP-rhodamine probe, fluorescence polarization; inhibition, % at 3.39 µM; 0.28% of 340,000 active;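 active means inhibition above the screen-wide average of all tested compounds plus 3 SD, cut at about 25% in these data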;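 further: 0% = enzyme with DMSO only and 100% = wells lacking PAFAH1B3 protein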
LYPLA1 inh: counter-screen for PME1 inhibitors: inhibitors of human LYPLA1; recombinant LYPLA1, FP-Rh probe fluorescence polarization; inhibition, % at 5.9 µM; 0.16% of 320,000 active; AID 2174;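 active means inhibition above the mean of all tested compounds plus 3 SD, set per campaign, cut at about 14% in these data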;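 further: inhibitors block serine hydrolase probe labeling of LYPLA1 so polarization falls; 0% = enzyme with DMSO and 100% = wells lacking LYPLA1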
Target sequence (O75608 whole entry, looked up): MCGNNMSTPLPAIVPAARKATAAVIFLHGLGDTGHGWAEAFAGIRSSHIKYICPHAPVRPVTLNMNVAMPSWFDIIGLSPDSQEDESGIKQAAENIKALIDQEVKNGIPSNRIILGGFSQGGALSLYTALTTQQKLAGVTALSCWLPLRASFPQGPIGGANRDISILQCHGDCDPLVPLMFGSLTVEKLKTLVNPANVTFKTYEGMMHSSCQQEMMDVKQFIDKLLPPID
PAFAH1B2 inh: blocks human PAF acetylhydrolase 1b catalytic subunit 2; inhibition, % at 3.39 µM; P68402; recombinant PAFAH1B2, FP-rhodamine activity probe, fluorescence polarization; 1.2% of 340,000 active; AID 492953;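 active means inhibition above the mean of all tested compounds plus 3 SD, cut at about 24% in these data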;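 further: 0% = enzyme with DMSO and 100% = wells lacking PAFAH1B2; many of its hits are not listed in these tables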
LYPLA2 counter: LYPLA2 (human) inhibition in PME1 counter-screen | recombinant LYPLA2, FP-Rh probe fluorescence polarization | inhibition, % at 5.9 µM | 0.38% of 320,000 active;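 active means inhibition above the screen-wide mean plus 3 SD, limit set per campaign, cut at about 26% in these data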;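 further: 0% = LYPLA2 with DMSO and 100% = wells lacking LYPLA2 enzyme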
PAFAH2 FP inh: inhibitors of human PAFAH2 | Q99487 | recombinant PAFAH2, FP-rhodamine activity probe, fluorescence polarization | inhibition, % at 3.39 µM | 0.99% of 340,000 active | AID 492956;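 active means inhibition above the mean over all tested compounds plus 3 SD, cut at about 30% in these data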;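 further: inhibitors block probe labeling of enzyme so polarization drops; 0% = enzyme with DMSO and 100% = wells lacking PAFAH2 protein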
PREPL inh: inhibitors of human prolyl oligopeptidase-like enzyme PREPL; Q4J6C6; recombinant PREPL, fluorescence polarization activity-based probe; inhibition, % at 5.96 µM; 0.68% of 320,000 active; in the data active means inhibition above about 43%;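 further: 0% = enzyme with DMSO and 100% = wells lacking enzyme; many of its hits are not listed in these tables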
Target sequence (Q4J6C6 whole entry, looked up): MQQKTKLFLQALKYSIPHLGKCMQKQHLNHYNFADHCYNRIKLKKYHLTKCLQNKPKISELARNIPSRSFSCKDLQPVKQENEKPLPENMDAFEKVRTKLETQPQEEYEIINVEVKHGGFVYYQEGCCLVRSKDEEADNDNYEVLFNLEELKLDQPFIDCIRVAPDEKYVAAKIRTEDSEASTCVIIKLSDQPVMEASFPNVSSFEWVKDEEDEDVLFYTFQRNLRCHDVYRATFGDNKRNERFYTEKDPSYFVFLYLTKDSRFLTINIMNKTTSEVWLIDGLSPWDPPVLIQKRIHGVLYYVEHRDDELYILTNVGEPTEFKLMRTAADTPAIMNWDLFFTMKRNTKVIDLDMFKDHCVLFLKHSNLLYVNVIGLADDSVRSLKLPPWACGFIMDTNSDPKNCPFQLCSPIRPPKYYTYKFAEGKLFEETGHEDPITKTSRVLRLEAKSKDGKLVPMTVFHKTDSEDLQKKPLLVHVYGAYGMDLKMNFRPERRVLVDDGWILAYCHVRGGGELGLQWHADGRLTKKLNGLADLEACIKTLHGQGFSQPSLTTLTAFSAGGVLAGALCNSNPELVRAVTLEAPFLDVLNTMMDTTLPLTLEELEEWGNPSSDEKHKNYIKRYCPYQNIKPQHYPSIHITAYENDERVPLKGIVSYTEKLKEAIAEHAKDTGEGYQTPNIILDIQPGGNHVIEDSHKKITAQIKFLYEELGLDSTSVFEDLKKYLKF
ZTA counter: ZTA (EBV) inhibition in EBNA-1 counter-screen. P03206. ZTA-DNA binding, fluorescence polarization. inhibition, % at 11 µM. 0.15% of 320,000 active. AID 2234; in the data active means inhibition above about 33%
pPAFAH FP inh: pPAFAH (human) enzyme inhibition; AID 463082; inhibition, % at 3.39 µM; recombinant pPAFAH, FP-rhodamine probe fluorescence polarization; 1.5% of 330,000 active; Q13093;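 active means inhibition above the mean inhibition across the screen plus 3 SD, cut at about 25% in these data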;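 further: inhibitors block binding of the rhodamine activity-based probe so polarization drops; 0% = enzyme with DMSO and 100% = wells lacking pPAFAH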
Numbers without * were called inactive; . = no result given. These rows are one share of the data; rates above refer to the full screens.

SMILES	EBNA-1 inhibitor	PAFAH1B3 inh	LYPLA1 inh	PAFAH1B2 inh	LYPLA2 counter	PAFAH2 FP inh	PREPL inh	ZTA counter	pPAFAH FP inh
Cc1ccc(-c2nn(-c3ccc(F)cc3)cc2C(=O)NCC(c2cccs2)N2CCOCC2)cc1 (centres undefined)	-10.9	-6.2	-2.3	-2.9	2.3	3.2	-4.2	2.8	0.0
N#CC1=C2SCCN2C(=O)C(C#N)C12CCCCC2 (centres undefined)	8.8	7.1	3.5	-1.6	2.7	-0.5	-0.4	0.1	6.5
O=C(CSc1nc(O)cc(=O)n1-c1ccccc1)Nc1nc2ccccc2s1	-7.5	-11.1	-16.0	-3.4	-42.3	-8.2	-5.5	-5.8	-9.8
CCOC(=O)c1ccc(NCc2ccc3c(c2)OCO3)cc1	-2.8	1.9	-0.2	2.2	1.1	-11.6	20.0	6.2	5.3
Cc1cc(C)c(S(=O)(=O)NCCc2cc3ccc(C)c(C)c3[nH]c2=O)c(C)c1	-8.1	12.1	-2.4	10.5	-3.0	15.7	8.8	6.1	0.2
O=C(NCCN1CCOCC1)C(=O)NCc1ccc2c(c1)OCO2	-6.8	5.5	-1.7	6.0	5.5	-8.0	10.8	-20.5	3.2
O=c1cnnc(Nc2ccccc2F)[nH]1	10.0	6.8	0.5	3.8	-5.5	-6.4	-1.8	3.6	3.9
CCOc1ncccc1C(=O)OCc1ccc(Cl)cc1	1.5	-0.8	0.8	1.7	3.3	10.9	12.8	-9.4	3.3
Clc1ccccc1CNCc1ccncc1	-14.5	7.7	1.4	4.3	-0.8	6.6	-11.3	10.7	-6.1
CCCCn1c(Cn2nc(C(=O)O)c3ccccc3c2=O)nc2cc(S(N)(=O)=O)ccc21	9.6	0.6	-2.1	4.6	-0.1	0.4	-5.8	-1.5	3.0
COC(=O)c1ccc2c(c1)N(C)S(=O)(=O)c1cnc(SCC(=O)C(C)(C)C)nc1-2	-0.5	.	-2.4	.	-1.9	.	4.0	9.2	3.1
CCOC(=O)C1(Cc2cccc(OC)c2)CCN(Cc2cccc(O)c2)CC1	5.8	4.7	-0.4	3.8	0.0	-5.5	13.1	20.3	1.9
CC(C)C(NC(=O)C1CCC(C(C)(C)C)CC1)C(=O)NCc1cccnc1 (centres undefined)	-3.5	-4.9	-2.8	3.0	1.1	0.0	-9.8	9.8	0.3
CCOCCCNC(=O)C(NC(=O)Cc1c[nH]c2ccccc12)c1ccc(OC)cc1 (centres undefined)	-0.7	-0.8	-5.3	2.3	2.9	-2.8	-9.1	5.3	-3.0
O=c1cc(O)c(-c2ccccc2Cl)c(Cl)[nH]1	6.4	0.9	-2.8	11.8	-0.7	2.4	6.4	11.6	14.5
O=C(OCC(=O)N1CCN(C(=O)c2ccco2)CC1)c1ccccc1O	4.0	1.5	4.9	-6.3	1.2	-0.6	7.2	-6.0	0.7
CCOC(=O)C(=O)N/N=C/c1cccc(Br)c1	4.1	1.2	-1.5	9.1	-1.4	-3.0	4.4	-21.8	3.1
Cn1c(SC/C=C/c2ccccc2)nnc1-c1cccs1	3.8	3.0	-5.1	8.4	-3.4	-3.4	2.8	-4.3	-7.4
Cc1cc(C)nc(SCC(CSc2nc(C)cc(C)n2)C(=O)O)n1	-10.8	0.2	-1.2	5.9	-6.1	10.5	4.9	-1.4	-10.3
CC(=O)c1cccc(NC(=O)N2CCCC2C(=O)NCc2ccccc2)c1 (centres undefined)	-0.2	3.9	0.4	0.6	-3.7	7.7	1.7	3.5	-0.4

Laid out differently: 2 of the compounds above.
Fields – EBNA-1 inhibitor, PAFAH1B3 inh, LYPLA1 inh, PAFAH1B2 inh, LYPLA2 counter, PAFAH2 FP inh, PREPL inh, ZTA counter, pPAFAH FP inh
O=C(OCC(=O)N1CCN(C(=O)c2ccco2)CC1)c1ccccc1O
  4.0, 1.5, 4.9, -6.3, 1.2, -0.6, 7.2, -6.0, 0.7
CCOC(=O)C(=O)N/N=C/c1cccc(Br)c1
  4.1, 1.2, -1.5, 9.1, -1.4, -3.0, 4.4, -21.8, 3.1

The list continues.
SMILES	EBNA-1 inhibitor	PAFAH1B3 inh	LYPLA1 inh	PAFAH1B2 inh	LYPLA2 counter	PAFAH2 FP inh	PREPL inh	ZTA counter	pPAFAH FP inh
Cc1[nH]c2ccccc2c1SCCN	16.2	-2.3	-6.3	6.9	-1.9	0.9	21.2	18.9	11.1
CC(C)(C)c1ccc(C(=O)c2c[nH]c(C(=O)O)c2)cc1	1.4	-1.8	-3.8	6.7	-3.0	8.3	-6.0	11.4	0.3
O=C(O)C1C2CCC(O2)C1C(=O)NCc1ccc(Cl)cc1 (centres undefined)	3.2	5.7	-0.2	5.8	-5.5	-4.1	-2.9	6.4	0.4
Cc1cc(C)c(NC(=O)CS(=O)CC(=O)N2CCN(c3ccc(F)cc3)CC2)c(C)c1 (centres undefined)	4.2	2.6	-1.2	1.1	1.2	-4.6	7.3	-21.8	-1.0
CN(C)/C=C1/Sc2ccccc2C1=O	5.8	-8.1	-1.4	5.9	3.2	-12.5	21.6	-2.2	0.8
O=C(CC1Nc2ccccc2NC1=O)NC1CCCCC1 (centres undefined)	-0.3	6.1	0.6	0.5	1.5	5.1	10.5	-6.6	-0.8
O=C(NCCC1=CCCCC1)C1CCN(c2nnc(-n3cccc3)s2)CC1	7.7	6.3	5.0	8.6	10.1	1.9	10.3	0.7	4.6
NC(=O)CCn1nc(-c2ccc(Cl)cc2)c2ccccc2c1=O	-2.5	-1.3	2.6	3.4	3.9	-6.1	-3.6	-20.4	5.3
CCC1=NN2C(=N)/C(=C\c3cccn3-c3c(C)cccc3C)C(=O)N=C2S1	6.6	6.2	-0.3	0.1	4.0	-0.5	-23.8	10.1	18.5
CCn1nc(NC(=O)c2ccco2)c2cc3cc(C)ccc3nc21	6.8	2.9	-2.5	5.3	-2.1	3.8	3.0	10.6	5.4
COc1ccc(N(C(=O)Nc2ccc(Cl)cc2)C2=NCCC2)cc1	1.3	7.2	0.7	1.2	0.1	-1.6	3.5	-4.1	0.8
CCOC(=O)C1=C(C)Nc2ccccc2N=C1NC(=O)c1cc(C)on1	.	8.0	-3.1	-3.0	-6.5	5.8	1.1	12.7	0.5
O=C(Nc1ccccc1F)c1ccc2nc(N3C(=O)CCC3=O)sc2c1	-0.7	11.2	-0.8	-2.8	3.2	-1.3	7.7	0.0	-6.7
CC(=O)OCC1(C)CN(c2ccccc2)NC1=O (centres undefined)	-9.9	14.5	4.1	-2.6	3.6	1.1	10.8	-17.3	3.9
COc1ccc(/C=N/Nc2ccc(C(=O)O)cc2)cc1OC	6.0	-3.4	1.3	2.2	11.0	-2.8	27.5	-11.0	5.9
CCCN(CCC)S(=O)(=O)c1ccc(C(=O)NNC(=O)c2cc(OC)c(OC)c(OC)c2)cc1	2.1	12.5	-0.6	-6.3	-0.4	6.1	9.0	-3.1	0.8
O=C(CN1CCSC1=O)N1CCN(S(=O)(=O)c2ccccc2)CC1	.	2.5	3.0	1.2	7.2	-4.8	13.8	-7.6	1.4
CCOC(=O)[C@@H]1[C@H]2COc3cc(OC)ccc3[C@@H]2N2C(=O)N(c3ccc(Cl)cc3)C(=O)[C@]12C	3.4	4.4	-1.8	-4.8	-6.0	-2.9	-27.3	-5.5	3.6
O=c1c(O)c(-c2ccc(O)c(O)c2)oc2cc(O)cc(O)c12	6.6	52.7*	-20.1	28.6*	-18.3	1.4	27.1	8.3	52.8*
Cc1ccc(C(=O)Nc2cc(C(F)(F)F)ccc2N2CCCCC2)cc1[N+](=O)[O-]	4.0	14.5	-0.4	-1.7	1.8	-6.5	-3.4	-5.4	2.1
OCc1nnc2c3ccccc3c(-c3ccccc3)nn12	-23.1	-3.5	1.3	-0.6	0.8	-3.6	-7.3	-5.0	-4.8
Cc1ccccc1N(CC(=O)NCC1CCCO1)C(=O)CNS(=O)(=O)c1ccc(F)cc1 (centres undefined)	3.1	3.6	-5.2	-0.6	2.9	0.6	4.7	15.8	6.3
CC(=O)Nc1ccc(N2CCCC(C)C2)c([N+](=O)[O-])c1 (centres undefined)	11.8	6.8	-5.9	6.8	-10.4	3.6	1.1	1.9	6.4
COc1ccc(N2CCN(C(=O)c3ccc(S(=O)(=O)NCc4ccco4)cc3)CC2)cc1	.	1.0	-4.0	-3.5	31.9*	-2.1	13.9	11.8	3.0
Cc1cc(C(=O)NC(CC(C)C)C(=O)O)cc(C)c1[N+](=O)[O-] (centres undefined)	1.1	-1.8	-2.0	2.1	-9.3	-1.6	-1.2	-1.6	-7.5
COc1cc([N+](=O)[O-])ccc1NC(=O)C[n+]1ccccc1	-3.5	2.5	-0.6	0.3	-1.2	-1.5	2.2	11.6	3.1
O=C(NN1C(=O)C2C(c3ccccc3)C=CC(c3ccccc3)C2C1=O)c1cccc(Br)c1 (centres undefined)	1.7	4.1	-23.6	-6.9	-36.6	-20.7	-16.7	0.2	-7.2
CCCCOc1ccc(S(=O)(=O)NCc2csc(C)n2)cc1	9.3	5.8	-3.0	2.9	4.8	-3.9	0.6	15.8	8.6
O=C(CCCn1c(=S)[nH]c2ccccc2c1=O)NC1CCCC1	9.3	6.1	-0.2	2.6	-3.2	-2.8	3.0	-4.7	0.8
NC(=O)c1nc(C2CCCCC2)nc2c1[nH]c(=O)n2-c1ccc(F)cc1	-1.8	6.0	4.2	2.5	6.8	4.0	0.8	-5.4	3.8
Cc1ccc(S(=O)(=O)Nc2ccc(S(=O)(=O)Nc3nccs3)cc2)cc1C	.	0.2	.	10.8	.	1.9	10.0	.	1.3
CCN(C(=O)CSc1ncccc1C(=O)Oc1cccc([N+](=O)[O-])c1)c1cccc(C)c1	-8.3	6.8	-2.5	6.4	7.7	-7.3	5.2	-7.7	-1.6
CC(C)(C)NC(=O)CSc1nnc(C2CC2)n1Cc1ccccc1	11.3	2.5	2.8	0.2	5.4	-2.3	1.2	12.9	2.2
COCC1CCCN(Cc2cn[nH]c2-c2cc3ccccc3o2)C1 (centres undefined)	1.8	3.7	-1.1	-0.7	7.8	-3.4	27.6	-11.8	3.4
COc1cccc(-n2nnnc2SCC(=O)NCCc2ccc(OC)c(OC)c2)c1	-1.5	5.3	-1.7	1.8	-2.0	4.5	4.2	-4.5	0.4
COc1cc(-n2c(-c3ccccc3)n[nH]c2=S)c(OC)cc1Cl	-4.3	-2.9	-0.7	-1.1	-0.2	-7.0	-0.9	-2.2	5.0
COc1ccc(C2=CC(=O)CC(C)(C)C2)cc1	.	4.8	3.2	4.0	4.1	4.7	-15.7	3.9	2.9
S=C(Nc1ccccc1)N1CCn2c(nc3ccccc32)C1	-1.9	4.3	-0.9	2.5	-5.7	1.3	-7.9	6.4	0.7
Cc1cccc(-c2nc(CN3CCCC(C(=O)NC4CCCCC4)C3)c(C)o2)c1 (centres undefined)	5.3	7.3	-1.6	7.8	5.4	5.8	28.6	-6.9	4.9
COc1cc(/C=C2\SC(=S)N(Nc3ncc(C(F)(F)F)cc3Cl)C2=O)cc(OC)c1OC	2.5	9.1	-4.8	1.4	-3.8	3.4	0.1	5.4	7.5
COc1ccc(C(=O)Nc2cccc(OC(=O)c3ccc(C)c(C)c3)c2)cc1	-4.5	-23.1	-34.6	-21.1	-58.3	-25.1	-8.2	10.3	-28.9

Entries listed so far marked active in PAFAH1B3 inh:
| compound | EBNA-1 inhibitor | PAFAH1B3 inh | PAFAH1B2 inh | PAFAH2 FP inh | PREPL inh | pPAFAH FP inh |
| --- | --- | --- | --- | --- | --- | --- |
| O=c1c(O)c(-c2ccc(O)c(O)c2)oc2cc(O)cc(O)c12 | 6.6 | 52.7* | 28.6* | 1.4 | 27.1 | 52.8* |

Bioassay records deposited in PubChem BioAssay by The Scripps Research Institute Molecular Screening Center.
